Bioassay records (PubChem BioAssay)
OX1R FRET antag = antagonists of human orexin 1 receptor (OX1R); 1.8% of 330,000 active; inhibition, % at 6.6 µM; O43613; OX1R-expressing cells, FRET antagonist read-out; in the data active means inhibition mostly above about 38%, no sharp cut-off; inactive means mostly below about 40%;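 further: 0% = agonist challenge alone and 100% = reference antagonist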
STK33 kinase inh = blocks human STK33 kinase activity; Q9BYT3; purified STK33, MBP phosphorylation, ADP-Glo luminescence; inhibition, % at 10 µM; 0.073% of 320,000 active; AID 2661;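 active means inhibition at or above 25%, using the most active replicate where run in duplicate; inactive means inhibition below 25%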
KCNQ2 block = KCNQ2 channel blockers in CHO-K1 cells – cell-based, FluxOR thallium flux, B-score, primary screen (AID 2156) | O88943 | 1.1% of 310,000 active | B-score at 10 µM | 20 min; active compounds read low;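 active means fluorescence ratio B-score at most minus 3 library SDs, with starting brightness B-score within 2 library SDs, cut at about -5.5 in these data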
Target sequence (O88943 whole entry, looked up): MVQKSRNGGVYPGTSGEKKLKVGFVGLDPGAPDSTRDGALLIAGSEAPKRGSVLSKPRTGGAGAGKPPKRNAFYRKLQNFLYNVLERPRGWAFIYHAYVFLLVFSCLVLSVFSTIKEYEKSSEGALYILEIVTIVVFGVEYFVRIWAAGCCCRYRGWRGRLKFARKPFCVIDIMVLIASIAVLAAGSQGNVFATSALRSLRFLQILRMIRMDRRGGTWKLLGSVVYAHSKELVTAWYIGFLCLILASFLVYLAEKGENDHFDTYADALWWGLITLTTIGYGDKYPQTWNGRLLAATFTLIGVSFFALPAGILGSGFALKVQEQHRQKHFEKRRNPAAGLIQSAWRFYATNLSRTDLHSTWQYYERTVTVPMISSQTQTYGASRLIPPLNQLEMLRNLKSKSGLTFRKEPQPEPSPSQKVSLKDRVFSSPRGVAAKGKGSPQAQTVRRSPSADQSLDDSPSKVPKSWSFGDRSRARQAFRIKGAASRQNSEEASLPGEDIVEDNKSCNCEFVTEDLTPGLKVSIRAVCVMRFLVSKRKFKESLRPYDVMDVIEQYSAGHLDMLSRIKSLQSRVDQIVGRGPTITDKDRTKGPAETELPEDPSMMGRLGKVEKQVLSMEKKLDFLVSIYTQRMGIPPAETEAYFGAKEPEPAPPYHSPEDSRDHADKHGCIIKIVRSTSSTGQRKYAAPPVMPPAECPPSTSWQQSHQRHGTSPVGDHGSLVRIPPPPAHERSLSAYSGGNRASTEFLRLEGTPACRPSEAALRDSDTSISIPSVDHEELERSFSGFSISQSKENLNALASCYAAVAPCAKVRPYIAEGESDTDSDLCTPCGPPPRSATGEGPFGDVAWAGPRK
The depositor's hits bear a star; i = inactive; . = no result given.

no. | Compound | OX1R FRET antag | STK33 kinase inh | KCNQ2 block
1 | Cc1ccc(C(=O)N2CC(=O)Nc3ccc(F)cc3C2c2ccc(F)cc2)cc1[N+](=O)[O-] (stereo not given) | 4 | -1.8 | i
2 | COc1cc(Br)cc(CNc2ccc(F)c([N+](=O)[O-])c2)c1O | 20 | -1.5 | i
3 | COC(=O)c1ccc(NC(=O)CN2C(=O)C3C4C=CC(C4)C3C2=O)cc1 (stereo not given) | 8 | . | i
4 | CC(C)(C)CC(C)(C)Nc1c(-c2ccc(O)cc2)nc2cnccn12 | 3 | -0.4 | i
5 | CC(=O)Nc1cccc(NC(=O)Cc2cccs2)c1 | 6 | 4.0 | i
6 | Cc1cc(C)n2c(Br)c(CSc3nc4ccccc4o3)nc2n1 | 17 | -1.0 | i
7 | COc1ccc(CNC(=O)Cc2cccs2)cc1OC | 4 | 1.0 | i
8 | CCc1nnc(NC(=O)c2sc3nc(C)cc(COC)c3c2N)s1 | 29 | 0.8 | i
9 | Cc1ccc(-c2csc3nc4c5ccccc5c(NCCCN5CCOCC5)nn4c(=O)c23)cc1 | 6 | 0.1 | i
10 | COc1ccc(NC(=O)CSC2CCCCC2)cc1 | 5 | 0.4 | i
11 | Cc1cc(N/N=C/c2ccc(O)cc2O)nc(-n2nc(C)cc2C)n1 | 4 | 0.3 | i
12 | O=C(Nc1ccc(C(=O)N2CCCC2)cc1)c1ccccc1[N+](=O)[O-] | 3 | -2.3 | i
13 | COc1ccc(CC(=O)Nc2ccc(S(=O)(=O)N(C)C)cc2)cc1OC | 17 | -1.0 | i
14 | COc1ccc(-c2cc(-c3ccccc3)c(C#N)c(SCC(=O)Nc3ncc(C)s3)n2)cc1 | 7 | 0.0 | i
15 | O=C(NCC1CCCO1)/C(=C\c1ccccc1)NC(=O)c1ccccc1 (stereo not given) | 8 | -0.9 | i
16 | CC(C)=C1C2CCC1C(C(=O)Nc1sc(C)c(-c3ccc(C(C)C)cc3)c1C(N)=O)C2C(=O)O (stereo not given) | 14 | 0.8 | i
17 | COc1ccc(/C=N/Nc2nc(C)cc(-c3ccccc3)n2)c(OC)c1 | 2 | -0.8 | i
18 | COc1cc(OC)cc(C(=O)Nc2nnc(NC(=S)Nc3ccccc3)s2)c1 | 7 | -0.5 | i
19 | Cc1ccc2[nH]c(C(=O)N3CCCCC3)cc2c1 | -12 | -0.5 | i
20 | CCC(C)NC(=O)CSc1nc2ccc(N3CCOCC3)cc2c(=O)n1CCc1ccccc1 (stereo not given) | 11 | -0.5 | i
21 | CC(=O)c1ccc(NC(=O)CCc2nnc3ccc(N4CCC5(CC4)OCCO5)nn23)cc1 | 2 | 0.8 | i
22 | CNC(=O)/C(C#N)=C/c1c(N(Cc2ccccc2)Cc2ccccc2)nc2c(C)cccn2c1=O | 14 | -1.8 | i
23 | CCOC(=O)C1(Cc2ccccc2C)CCCN(C(=O)CN2C(=O)CSC2=O)C1 (stereo not given) | 6 | -0.7 | i
24 | O=C1NC(=S)/C(=C\c2ccc(-c3ccccc3Cl)o2)S1 | 44 | -1.4 | i
25 | Cc1ccc(Oc2ncccc2N)c2c1CCC2 | 17 | -0.5 | i

The closing two entries of the section above open the next one:
no. | Compound | OX1R FRET antag | STK33 kinase inh | KCNQ2 block
24 | O=C1NC(=S)/C(=C\c2ccc(-c3ccccc3Cl)o2)S1 | 44 | -1.4 | i
25 | Cc1ccc(Oc2ncccc2N)c2c1CCC2 | 17 | -0.5 | i
26 | COc1ccc(C(=O)N2CCC(n3nnc4cc(F)ccc43)CC2)cc1OC | 9 | -2.1 | i
27 | CN(CC(=O)Nc1n[nH]c(=S)s1)S(=O)(=O)c1cccc2cccnc12 | -9 | 1.3 | i
28 | CC(=O)Nc1ccc(Oc2ccc(-c3noc(C)n3)cc2)cc1 | 22 | -0.5 | i
29 | COC(=O)C1=C(C(=O)OC)[C@@H]2N(Cc3ccccc3)c3ccccc3[C@@]23C[C@@H](C(=O)OC)N(C(=O)c2cccs2)C3=N1 | 5 | -0.6 | i
30 | Nc1nc(-c2ccccc2)c(N=Nc2cccc3ccccc23)s1 | 16 | 2.9 | i
31 | Cn1c(CS(=O)Cc2c(Cl)cccc2Cl)nnc1SCc1ccc(Cl)cc1 (stereo not given) | 34 | -0.2 | i
32 | C[C@H](NC(=O)[C@@H]1Cc2ccccc2CN1C(=O)OC(C)(C)C)C(=O)NCc1ccco1 | 11 | -2.3 | i
33 | COC(=O)c1ccccc1NC(=O)Cn1cnc2c(cnn2-c2ccc(C)c(C)c2)c1=O | 5 | 1.1 | i
34 | COc1cccc(NC(=S)NCCN2CCOCC2)c1 | 5 | -2.1 | i
35 | O=C1NCC2=C1C(c1ccc(Br)cc1)Nc1ccccc1N2 (stereo not given) | 14 | -0.1 | i
36 | Cc1ccc(S(=O)(=O)NCC(=O)N(CC(=O)NC2CCCC2)CC2CCCO2)cc1 (stereo not given) | 29 | 2.0 | i
37 | CCOC(=O)N1CCN(S(=O)(=O)N2CCCC(C(=O)NCc3ccc(F)cc3)C2)CC1 (stereo not given) | 6 | -2.1 | i
38 | COc1ccc(NC(=O)COC(=O)CCCOc2ccc(Cl)cc2Cl)cc1Cl | 13 | -1.3 | i
39 | Cc1cc2oc(=O)cc(CN3CCCCC3C)c2cc1Cl (stereo not given) | -4 | -1.7 | i
40 | CCCN(CCC)S(=O)(=O)c1ccc(C(=O)Nc2cc3oc4ccccc4c3cc2OC)cc1 | 11 | -0.2 | i
41 | CCC(C)(CN(C)C)OC(=O)c1ccccc1 (stereo not given) | 11 | -4.6 | .
42 | COc1ccc(-c2nnc(CSc3nc4ccccc4c(=O)n3CC3CCCO3)o2)cc1OC (stereo not given) | 2 | 0.2 | i
43 | O=C(Nc1ccccn1)c1ccc(=O)[nH]n1 | 13 | -1.3 | i
44 | O=C(c1cccnc1)C1CCCN(Cc2nc(Cc3ccccc3F)no2)C1 (stereo not given) | 14 | -4.0 | i
45 | NC(=O)N/N=C/c1cccc(C(F)(F)F)c1 | 8 | 2.0 | i
46 | Cc1cc(C)nc(NC(=O)c2ccc(C)c(C)c2)n1 | -12 | 0.6 | i
47 | COc1ccc(C(=O)Nc2c(N)nc[nH]c2=O)cc1 | 1 | -0.4 | i
48 | O=C(Nc1ncccn1)C1=C(O)c2ccccc2S(=O)(=O)N1Cc1ccccc1 | -1 | -1.7 | i
49 | CC1=NN(Cc2ccccc2)C(=O)C1C(c1ccc(Cl)cc1)C(C#N)C#N (stereo not given) | 6 | 0.6 | i
50 | Cc1ccccc1CNC(=O)CN(c1ccccc1Cl)S(C)(=O)=O | 20 | 2.1 | i

#51 Cn1c(=O)c2c(nc(SCCN3CCOCC3)n2Cc2ccccc2Cl)n(C)c1=O
#52 COCCN(Cc1cc2cc3c(cc2nc1Cl)OCO3)C(C)=O
#53 CC(C)c1ccc(NC(=O)C2C3C=CC4(CN(Cc5cccnc5)C(=O)C24)O3)cc1 (stereo not given)
#54 COc1ccc(C(=O)Cn2cc[n+](C)c2)cc1
#55 COc1ccc(CC(=O)Nc2c3c(nn2-c2cccc(C)c2C)CS(=O)C3)cc1OC (stereo not given)
#56 Oc1c(Cl)cc(Cl)cc1/C=N/c1ncn[nH]1
#57 COc1ccc(-c2nnc3ccc(SCC(=O)NCc4ccco4)nn23)cc1
#58 O=C(c1c(F)cccc1F)N1CCN(c2cccc(C(F)(F)F)c2)CC1
Assay by compound,51,52,53,54,55,56,57,58
OX1R FRET antag,-4,6,-7,16,11,-6,11,15
STK33 kinase inh,-0.5,-0.1,-1.2,0.0,-0.3,0.4,1.7,-1.2
KCNQ2 block,i,i,i,i,i,i,i,i

#59 Cc1ccccc1NC(=O)/C(=C\c1cccs1)NC(=O)c1ccccc1
#60 COc1ccc(OC)c(C(=O)c2ccccn2)c1
#61 O=C(CSc1nnc(CNC(=O)c2ccco2)o1)Nc1ccc(F)cc1F
#62 CSc1ccccc1OCc1cc(C(=O)NCCN2CCCC(O)C2)no1 (stereo not given)
#63 COc1cc(/C=N/OCC(=O)NC2CCS(=O)(=O)C2)ccc1OC(F)F (stereo not given)
#64 CCOC(=O)Cc1c(C)c2ccc(N(CC)CC)cc2oc1=O
#65 CC(C)c1ccc(NC(=O)CCNC(=O)Cn2ccc3ccccc3c2=O)cc1
#66 Cn1cc(CCC(=O)N2CCCC(CCC(=O)NCc3ccc(F)c(F)c3)C2)cn1 (stereo not given)
Assay by compound,59,60,61,62,63,64,65,66
OX1R FRET antag,20,1,4,13,4,7,5,17
STK33 kinase inh,-3.2,-0.1,4.9,0.7,-1.9,-1.1,-1.1,12
KCNQ2 block,i,i,i,i,i,i,i,i

#67 Cc1cc(C2(c3ccc(O)c(C)c3)C(=O)Nc3ccccc32)ccc1O
#68 CN(C)C(=O)CSc1nnc(-c2ccc(F)cc2)c2ccccc12
#69 CCC(=O)N1c2ccc(S(=O)(=O)N3CCN(C)CC3)cc2CC1C (stereo not given)
#70 CCC(C)[C@H](NC(=O)N1CC(=O)Nc2ccccc21)C(=O)N1CCC(C(=O)O)CC1 (stereo not given in full)
#71 Cc1ccc(CNC(=O)CS(=O)(=O)c2ccccc2)cc1
#72 Cc1c(NC(=O)CSc2nnc(-c3cccc(Cl)c3)o2)c(=O)n(-c2ccccc2)n1C
#73 COc1ccc([N+](=O)[O-])cc1NS(=O)(=O)c1cc(C(=O)O)ccc1OC
#74 CCN(CCCC(=O)c1ccc(F)cc1)CCc1ccccc1
Assay by compound,67,68,69,70,71,72,73,74
OX1R FRET antag,13,2,17,14,5,17,16,8
STK33 kinase inh,-0.3,0.0,2.4,-1.5,-0.5,1.9,-3.5,-0.5
KCNQ2 block,i,i,i,i,i,i,i,i

#75 Cc1cc(Cl)ccc1OCCn1cncn1
#76 CCc1nnc(NC(=O)CCC(=O)NCc2ccccc2Cl)s1
#77 CCOC(=O)Nc1nc2ccccc2s1
#78 Cc1ccn2c(NC3CCCCC3)c(-c3cccc(SC4CCCCC4)c3)nc2c1
#79 O=C1CC(c2ccccc2)c2c(O)cc(O)cc2O1 (stereo not given)
#80 COc1ccc(C2N(C(=O)CN3CCCC3)CCCN2S(=O)(=O)c2ccccc2)cc1 (stereo not given)
#81 Cc1ncc([N+](=O)[O-])n1CCN1C(=O)c2ccccc2C1=O
#82 COc1ccc(NC(=S)Nc2cccnc2)c(OC)c1
Assay by compound,75,76,77,78,79,80,81,82
OX1R FRET antag,1,5,7,13,1,19,23,17
STK33 kinase inh,1.0,2.1,-1.0,0.4,-4.1,-0.2,-0.4,-1.8
KCNQ2 block,i,i,i,.,i,i,i,i

#83 Cc1cc(=O)n2[nH]c(-c3ccc(Cl)cc3)cc2n1
#84 Cc1cc(C(=O)N/N=C(\CCC(=O)O)c2cccs2)c2ccccc2n1
#85 COc1cc(Cl)c(C)cc1NC(=O)COC(=O)c1cc(SC)ccc1Cl
#86 Cc1nn(CC(=O)Nc2c(F)cc(F)cc2Br)c(=O)c2cccn12
#87 CC(NC(=O)c1cccnc1)C(c1cccs1)N1CCOCC1 (stereo not given)
#88 COc1ccc2oc(C(=O)OC(C)C(=O)NCc3ccccc3)c(C)c2c1 (stereo not given)
#89 CN(Cc1nc2ccc(F)cc2[nH]1)C(=O)C1CCC(=O)N(C2CC2)C1 (stereo not given)
#90 CCCn1c(-c2ccccc2)cc(SC)c(C#N)c1=O
Assay by compound,83,84,85,86,87,88,89,90
OX1R FRET antag,22,17,24,5,5,6,30,10
STK33 kinase inh,0.3,0.3,0.1,0.6,-1.7,-1.2,0.1,-1.9
KCNQ2 block,i,i,i,i,i,i,i,i

Seven entries drawn at random from those above:
#88 COc1ccc2oc(C(=O)OC(C)C(=O)NCc3ccccc3)c(C)c2c1 (stereo not given)
#28 CC(=O)Nc1ccc(Oc2ccc(-c3noc(C)n3)cc2)cc1
#72 Cc1c(NC(=O)CSc2nnc(-c3cccc(Cl)c3)o2)c(=O)n(-c2ccccc2)n1C
#30 Nc1nc(-c2ccccc2)c(N=Nc2cccc3ccccc23)s1
#55 COc1ccc(CC(=O)Nc2c3c(nn2-c2cccc(C)c2C)CS(=O)C3)cc1OC (stereo not given)
#74 CCN(CCCC(=O)c1ccc(F)cc1)CCc1ccccc1
#86 Cc1nn(CC(=O)Nc2c(F)cc(F)cc2Br)c(=O)c2cccn12
Assay by compound,88,28,72,30,55,74,86
OX1R FRET antag,6,22,17,16,11,8,5
STK33 kinase inh,-1.2,-0.5,1.9,2.9,-0.3,-0.5,0.6
KCNQ2 block,i,i,i,i,i,i,i

(list continues)
#91 Cc1c(CCOC(=O)c2cc([N+](=O)[O-])cc([N+](=O)[O-])c2)sc[n+]1CC(=O)c1ccccc1
#92 Cn1ncc(Cl)c1C(=O)NCc1ccc(Cl)cc1
#93 Cc1nonc1OCCNc1ccc([N+](=O)[O-])cc1
#94 CCOC(=O)C1=C(CS(=O)(=O)c2ccc(C)cc2)NC(=O)NC1c1cc(OC)c(O)c(OC)c1 (stereo not given)
#95 CC(=O)N1CCN(c2ccc(NCc3ccc(-c4ccc(Br)cc4)o3)cc2)CC1
#96 Cc1cc(C)c2[nH]c(=O)c(C(c3nnnn3C(C)(C)C)N(Cc3ccco3)CC3CCCO3)cc2c1 (stereo not given)
#97 O=C(Nc1ncc([N+](=O)[O-])s1)C1CC(=O)N(c2ccc(F)cc2)C1 (stereo not given)
#98 CCCc1cc(=O)[nH]c(SCC(=O)Nc2ccc(Br)cc2)n1
Assay by compound,91,92,93,94,95,96,97,98
OX1R FRET antag,26,4,18,39,17,-1,26,13
STK33 kinase inh,-2.0,-1.8,-1.9,0.4,0.1,0.5,-0.6,0.4
KCNQ2 block,i,i,i,i,.,i,i,i

#99 COc1ccc(CNc2nc3nc(C)c(Cl)c(=O)n3[nH]2)cc1
#100 O=C(CSc1nnc2scc(-c3ccc(Cl)cc3)n12)NCc1ccc2c(c1)OCO2
#101 COC(=O)c1ccc(Oc2nc(NC(C)C)nc(SC)n2)cc1
#102 CC1(C)Cc2c(cnn2-c2ccc(F)cc2)C(NC(=O)C2=NNC(=O)CC2)C1 (stereo not given)
Assay by compound,99,100,101,102
OX1R FRET antag,7,27,12,7
STK33 kinase inh,-1.5,-0.5,-0.5,-0.5
KCNQ2 block,i,i,i,i
